# NR3A LBD binder = binders of NR3A ligand-binding domain, primary screen, biophysical, differential scanning fluorimetry, uHTS; actives 2.5% (n = 340,000); NR3A LBD differential scanning fluorimetry, Tm shift; 0% = protein alone, 100% = glycine-bound protein; Glutamate receptor ionotropic, NMDA 3A (GRIN3A) ligand-binding domain; Tm shift relative to glycine control, % at 25 µM;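 active means melting temperature shift of at least 10% of the positive control shift, at one fixed dose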
# A3G deaminase = APOBEC3G DNA deaminase inhibitors, primary screen, biochemical, fluorescence, single-stranded DNA substrate, uHTS; DNA dC->dU-editing enzyme APOBEC-3G (Homo sapiens), Q9HC16; recombinant A3G, ssDNA deamination FAM/TAMRA fluorescence; inhibition, % at 20 µM; actives 0.28% (n = 330,000);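 active means inhibition of at least 40% at 20 µM, with no more than 30% in the related APOBEC3A deaminase screen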;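 further: plate controls were DMSO wells with A3G for no effect and wells lacking A3G enzyme for full effect; some compounds called inactive have numbers as strong as hits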
# mIAP activ = activators of mouse IAP, primary screen, biochemical, luminescence, uHTS; activation factor at 10 µM; actives 0.24% (n = 330,000); muIAP, CDP-Star luminescence, 30 min; active compounds read high; 1 = vehicle-only enzyme signal, 0 = enzyme-free wells; intestinal alkaline phosphatase [Mus musculus]; AID 2805, 2010;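 active means activation factor of at least 2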; further: the source names both 10 and 20 µM as test concentration; values of inactives mirror those of a sister screen read the other way
#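 System: Mouse IAP enzyme | Also added: CDP-Star substrate | Dosing: Compounds dispensed in DMSO | Schedule: 30 min enzyme-substrate-compound incubation at room temperature | Technique: Chemiluminescence readout | Control set: DMSO-only wells and no-enzyme negative control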
# A3A deaminase = APOBEC3A ssDNA deaminase inhibitors, primary screen, selectivity assay for APOBEC3G inhibitor project, biochemical, FAM/TAMRA oligo cleavage fluorescence | DNA dC->dU-editing enzyme APOBEC-3A (Homo sapiens), P31941 | recombinant A3A, FAM/TAMRA ssDNA deamination fluorescence | inhibition, % at 20 µM | actives 0.41% (n = 330,000) | AID 493011, 2011;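 active means at least 40% inhibition at 20 µM here, with at most 30% in a related deaminase screen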;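 further: plate controls were A3A with DMSO for no effect and wells lacking A3A enzyme for full effect; some results filed as inactive read as strong as hits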
# Target sequence (P31941 whole entry, looked up): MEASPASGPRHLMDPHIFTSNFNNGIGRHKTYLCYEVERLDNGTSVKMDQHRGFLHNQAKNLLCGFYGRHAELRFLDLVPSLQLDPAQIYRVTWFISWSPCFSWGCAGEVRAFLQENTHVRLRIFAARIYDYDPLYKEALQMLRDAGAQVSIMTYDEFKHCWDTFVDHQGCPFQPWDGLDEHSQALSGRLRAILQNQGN
# hIAP block = human IAP inhibitors, primary screen, biochemical, luminescence, uHTS | inhibition, % at 10 µM | actives 0.12% (n = 330,000) | Intestinal-type alkaline phosphatase (Homo sapiens), P09923 | purified IAP, CDP-Star luminescence, 30 min;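 active means inhibition reaching a set limit with compound at 10 µM in the primary screen, cut at about 35% in these data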;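 further: plate controls were DMSO wells with enzyme for no effect and no-enzyme buffer wells for full effect; values of inactives mirror those of a sister screen read the other way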
# Target sequence (P09923 whole entry, looked up): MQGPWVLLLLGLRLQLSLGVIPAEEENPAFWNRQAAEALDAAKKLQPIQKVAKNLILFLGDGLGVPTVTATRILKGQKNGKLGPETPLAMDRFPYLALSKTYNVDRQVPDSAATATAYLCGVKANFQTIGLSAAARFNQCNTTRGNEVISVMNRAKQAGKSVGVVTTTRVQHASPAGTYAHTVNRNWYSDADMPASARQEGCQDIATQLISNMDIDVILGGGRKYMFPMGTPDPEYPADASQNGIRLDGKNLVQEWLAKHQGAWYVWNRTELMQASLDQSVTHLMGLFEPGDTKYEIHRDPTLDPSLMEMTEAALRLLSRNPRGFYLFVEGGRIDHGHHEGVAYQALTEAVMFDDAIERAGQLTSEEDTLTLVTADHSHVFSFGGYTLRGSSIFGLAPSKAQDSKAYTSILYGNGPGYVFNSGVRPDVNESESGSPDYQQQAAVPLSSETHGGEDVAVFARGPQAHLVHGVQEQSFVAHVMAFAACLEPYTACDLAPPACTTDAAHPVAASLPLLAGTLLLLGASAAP
# mIAP block = inhibitors of mouse IAP, primary screen, biochemical, luminescence, uHTS; intestinal alkaline phosphatase [Mus musculus]; purified mouse IAP, CDP-Star luminescence, 30 min; inhibition, % at 10 µM; actives 0.2% (n = 330,000); AID 2806, 2010;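 active means inhibition of at least 40% at 10 µM in the primary screen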;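 further: plate controls were DMSO with enzyme for no effect and no enzyme wells for full effect; values of inactives mirror those of a sister screen read the other way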
# hIAP act = human IAP activators, primary screen, biochemical, luminescence, uHTS; Intestinal-type alkaline phosphatase (Homo sapiens), P09923; purified human IAP, CDP-Star luminescence, 30 min; active compounds read high; 1 = vehicle-only enzyme, 0 = enzyme-free background; activation factor at 10 µM; actives 0.16% (n = 330,000);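 active means activation factor of the enzyme at least 2-fold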; further: the source names both 10 and 20 µM as test concentration; values of inactives mirror those of a sister screen read the other way
# MPTP block = mitochondrial permeability transition pore inhibitors, primary screen, biochemical, isolated mouse mitochondria, absorbance; inhibition, % at 10 µM; Ca2+ swelling absorbance, 30 min; AID 602449, 2012; actives 1.4% (n = 360,000);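 active means inhibition of 50% or more, scaled per plate between neutral and stimulator controls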;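 further: 0% = DMSO wells given calcium and 100% = 1 mM EGTA wells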
# MIN6 prolif = inducers of MIN6 beta-cell proliferation, primary screen, ATP luminescence, uHTS | MIN6 cells proliferation, ATPlite luminescence, 48 h; cells starved in 0.2% serum; 100% = growth in 10% serum | proliferation, % at 10 µM | actives 0.29% (n = 330,000) | AID 2380, 2010;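 active means compounds whose signal lies at least 3.5 SD above the mean of all wells on their plate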;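 further: 0% = DMSO-treated cells in low-serum medium and 100% = 10% serum control; some compounds called inactive have numbers as strong as hits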
# An asterisk follows results filed as active; x = no result given. Rows are unselected; 5% or so of the library scored in one or more.
SMILES,NR3A LBD binder,A3G deaminase,mIAP activ,A3A deaminase,hIAP block,mIAP block,hIAP act,MPTP block,MIN6 prolif
O=C(NC1CC1)C1=C[C@@H](C2CC2)C[C@@H](OCc2ccc(CO)cc2)O1,-2,-6,1.2,-4,3,-16,0.97,-0.9,-4
CCc1cc[n+](/C(C(=S)Nc2cccc(C)c2)=C(/[O-])c2ccc(C)c([N+](=O)[O-])c2)cc1,-19,-8,0.74,-2,3,26,0.97,1.9,0
CCOc1cccc(CN2CCCC(C(=O)Nc3cccc(-n4cccn4)c3)C2)c1 (stereo unspecified),0,-2,1.1,0,-13,-12,1.1,1.2,-1
CCOC(=O)c1ccccc1NC(=O)CSc1nnnn1C,-2,-2,0.96,-1,-3,4,1,0.0,0
COc1cccc(C(Nc2ccccn2)c2c(NC(=O)c3ccco3)sc(C)c2C)c1 (stereo unspecified),-3,-7,1.1,0,-16,-7,1.2,0.4,0
COc1ccc(-c2cc(CCCC(=O)NCCc3ccccc3)no2)cc1,-22,2,1.2,-1,-14,-20,1.1,1.3,-3
CCCCOC(=O)N1CCOCCOCCOCC1,-1,2,0.88,-1,-3,12,1,1.1,-2
Cc1ccc(S(=O)(=O)NCC(=O)OCc2nnc(-c3ccccc3)o2)cc1C,-1,-5,0.95,-2,-2,5,1,1.4,-4
COc1cccc(-c2cc(C(=O)NCCCn3ccnc3)c3ccccc3n2)c1,-1,-3,0.88,1,5,12,0.95,-0.9,-1
O=C(CCC1CCCCC1)Nc1cc(Cl)ccc1N1CCOCC1,-4,-8,0.97,-1,-8,3,1.1,0.3,-1
COc1ccc(OCCSc2ncccn2)cc1,-1,-3,0.96,0,0,4,1,-0.4,-4
Cc1cc(NS(=O)(=O)c2ccc(N3C(=O)C4C5C=CC(C5)C4C3=O)cc2)nc(C)n1 (stereo unspecified),-5,-4,0.98,0,-4,2,1,0.7,0
O=C(O)/C=C/C(=O)Nc1ccc(Cc2ccc(NC(=O)/C=C/C(=O)O)cc2)cc1,1,5,0.98,1,7,2,0.93,1.9,-2
Cc1ccc(C)c(N2CCN(C(=S)Nc3ccc4nc(N5CCN(C)CC5)cc(C)c4c3)CC2)c1,0,-9,1,-2,2,0,0.98,3.2,-6
COc1ccc(N2CC(C(=O)Nc3nnc(SCC(=O)N4CCOCC4)s3)CC2=O)cc1 (stereo unspecified),2,-5,0.95,-2,-41,5,1.4,-1.0,-1
Nc1nc(-c2ccc3ccccc3c2)c(C2(O)C(=O)Nc3c(Br)cc(F)cc32)s1 (stereo unspecified),0,-4,0.93,-1,9,7,0.91,-0.6,-4
CC(=O)Nc1ccccc1OCC(O)CS(=O)(=O)c1ccc(C(F)(F)F)cn1 (stereo unspecified),0,-8,0.95,0,-9,5,1.1,0.4,-3
Cc1ccc(S(=O)(=O)c2nc(S(=O)(=O)c3ccccc3)sc2N2CCN(C)CC2)cc1,0,-8,0.92,-8,1,8,0.99,1.0,-3
CN(Cc1ccon1)C(=O)C1CCC(=O)N(CCc2ccc(Cl)cc2)C1 (stereo unspecified),0,-5,0.96,-2,-21,4,1.2,-1.8,0
CN(C)C(=O)COc1ccc2ccc(=O)oc2c1,-1,-3,1,0,-11,-4,1.1,-0.8,-5
C=CCN=C1NN=C(c2cc(C)n(CC=C)c2C)CS1,-4,-7,0.97,2,-15,3,1.1,1.2,-6
CCOC(=O)CC(NC(=O)c1cc2cc(Cl)cc(Cl)c2oc1=O)c1cccc([N+](=O)[O-])c1 (stereo unspecified),2,-9,0.98,-6,15,2,0.85,0.2,-1
Cc1cccc(N2CCN(CCCNC(=O)C3CCCN(c4ncnc5c4nc4n5CCCCC4)C3)CC2C)c1 (stereo unspecified),-1,-10,1.1,-10,-58,-10,1.6,1.2,-5
CCC(=O)Nc1ccc(C(=O)N/N=C/c2ccc([N+](=O)[O-])cc2)cc1,16*,-3,0.98,4,-10,2,1.1,0.0,0
COc1ccc(N2CCN(C(c3cccs3)C(C)NC(=O)C(=O)N3CCCC3)CC2)cc1 (stereo unspecified),0,3,0.95,-2,-12,4,1.1,-1.1,5
CC(=O)c1cccc(NC(=O)Nc2ccc3c(c2)OCO3)c1,13*,-7,1.1,-5,3,-5,0.97,0.6,-3
O=C(NCc1ccccc1)C1CCCN(C(=O)c2ccc(F)cc2)C1 (stereo unspecified),1,-10,0.98,0,1,2,0.99,-0.6,0
O=C(OCC(=O)c1ccc(Br)s1)c1ccc(O)cc1,0,-8,0.93,-5,19,7,0.81,1.4,-1
CC(C)(CNC(=O)C1CCCN1C(=O)c1cccs1)N1CCOCC1 (stereo unspecified),-2,9,1.1,1,12,-9,0.88,0.9,-3
O=C(NCCN1C(=O)S/C(=C\c2ccc(F)cc2)C1=O)C1CCN(S(=O)(=O)c2cccs2)CC1,-4,-3,0.9,0,13,10,0.87,2.8,0
O=S(=O)(N1CCOCC1)n1cnc2ccccc21,0,-2,0.98,0,18,2,0.82,-0.8,0
O=c1c2cc(NC(=S)NC3CCN(Cc4ccccc4)CC3)ccc2nc2n1CCCCC2,1,-6,1,2,-7,-3,1.1,-2.6,-4
CCCCN(c1ccccc1)S(=O)(=O)c1cccc(C(=O)O)c1,-1,-3,0.97,2,6,3,0.94,-2.4,3
CCc1cc(=O)oc2c3c(cc(OCC(=O)NCc4ccco4)c12)OC(C)(C)CC3,-6,-7,0.97,-3,6,2,0.94,0.3,6
Cc1cc(Cl)c2oc(C(=O)NCCC3CCCCO3)c(C)c2c1 (stereo unspecified),0,-5,0.96,1,0,4,1,-0.6,4
S=C(NCCc1ccccn1)NC1CC2CCC1C2 (stereo unspecified),-1,-7,0.93,-6,-24,7,1.2,0.3,1
O=C(CN1C(=O)CCC1=O)NCC12CC3CC(CC(C3)C1)C2,5,1,1.1,6,6,-7,0.94,-1.5,-1
Cn1c(C(=O)Nc2ccc3c(c2)OCO3)cc2sccc21,-1,-5,1,6,11,-1,0.89,0.1,-5
CCC(=O)N1N=C(c2ccc(Cl)cc2)CC1c1ccco1 (stereo unspecified),0,-2,1,-1,-1,-3,1,3.4,2
CS(=O)(=O)N(CC(=O)N1CCC(C(N)=O)CC1)C1CCCCC1,-1,-5,1.1,0,1,-7,0.99,-1.1,-2
CCOC(=O)CSc1nc2ccc(NC(C)=O)cc2s1,-2,-5,1.1,-4,15,-12,0.85,-1.8,-5
CS(=O)(=O)N1CCN(c2nc(-c3ccccc3)cs2)CC1,0,-3,1.1,-4,-11,-5,1.1,-0.1,-2
O=C(CSC(=S)N1CCCCC1)Nc1ncc2c(n1)CCCC2=O,3,-7,0.92,-2,-4,8,1,1.0,1
CCN1C(=O)[C@H]2[C@H]3CN=C(SCc4ccc(Cl)cc4)N3[C@@](Cc3ccccc3)(C(=O)OC)[C@H]2C1=O,0,6,0.92,5,x,8,x,-1.8,x
COc1ccc(C(C)=O)cc1CSc1nnc(-c2ccncc2)n1C,-1,-6,0.97,2,7,3,0.93,-0.4,4
Cc1cc2ncn(N)c2cc1C,1,-5,0.92,-1,-7,8,1.1,-2.2,0
CC(=O)c1ccccc1NC(=O)COC(=O)/C(=C/c1ccccc1)n1nnnc1C,0,-3,1,2,-16,-4,1.2,-0.7,0
Cc1occc1C(=O)Nc1cccc2ccccc12,9,-3,1.1,0,8,-7,0.92,1.7,0
COc1ccccc1Nc1nn2c(=O)c3ccc(C(=O)N4CCCCC4)cc3nc2s1,0,-1,1.1,6,-6,-5,1.1,1.0,-3
COc1ccc(C(=O)OCC2CC(c3ccccc3)N(C)O2)cc1 (stereo unspecified),3,-4,0.99,-2,14,1,0.86,0.9,5
COc1cccc(C2=CC(c3ccc(N(C)C)cc3)n3nnnc3N2)c1 (stereo unspecified),-1,-49,1,-25,6,-2,0.94,2.6,-3
COc1ccc(-n2c(=O)c3c4c(sc3n3c(=S)[nH]nc23)CCC4)cc1,2,31,1,-8,4,-3,0.96,2.5,-1
CN1CCc2c(sc(NC(=O)c3ccc(S(=O)(=O)N4CCc5ccccc54)cc3)c2C(N)=O)C1,x,9,0.92,3,14,8,0.86,x,-6
CCOC(=O)CN1C(=O)C(C)(C)Oc2ccc(C(=O)Nc3ccccc3OC)cc21,0,-7,1,-4,-10,-3,1.1,2.9,-3
CCC(=O)N1CCN(C(=O)c2ccccc2)CC1,-1,-7,1,-1,-8,-4,1.1,0.7,-1
Cn1c(=O)c2ncn(CC(=O)Nc3cc(C(F)(F)F)ccc3N3CCOCC3)c2n(C)c1=O,1,-8,0.89,0,19,11,0.81,-1.5,-3
O=C(CCC(=O)Nc1ccccc1)NNC(=O)COc1ccccc1,5,-4,0.81,0,-3,19,1,1.3,1
Cc1cccc(CC(Cc2nc3ccccc3[nH]2)c2nc3ccccc3[nH]2)c1 (stereo unspecified),-3,-6,1.4,-3,-140,-41,2.4*,89*,-5
Cc1ccccc1-n1nc2c(c1NC(=O)c1cc3ccccc3o1)CS(=O)(=O)C2,0,-10,0.91,-3,-4,9,1,-2.5,1
CCCc1[nH][nH]c(=O)c1C(c1ccc(Br)cc1)C(C#N)C#N (stereo unspecified),x,-10,1,-4,5,0,0.95,0.2,-1

# Following part:
SMILES,NR3A LBD binder,A3G deaminase,mIAP activ,A3A deaminase,hIAP block,mIAP block,hIAP act,MPTP block,MIN6 prolif
Cc1cccc(C)c1NC(=S)N/N=C/c1ccc(OCCC(C)C)cc1,2,0,0.94,-1,-4,6,1,24,-6
COCCN(C(=O)COC(=O)C(c1ccccc1)c1ccccc1)c1c(N)n(Cc2ccccc2)c(=O)[nH]c1=O,0,-10,0.98,-1,2,2,0.97,-0.6,-4
CCOC(=O)C1=C(C)N=C2SCCC(=O)N2[C@@H]1/C=C/c1ccccc1,-1,-4,0.93,-3,-6,7,1.1,0.1,-1
COc1cc2nc(SCC(=O)NCc3ccco3)n(Cc3ccc(Cl)cc3)c(=O)c2cc1OC,-1,-7,1.1,-5,16,-6,0.84,6.6,-4
Cc1ccc[n+](-c2[nH]c(=O)sc2/C=N/NC(=O)c2ccccc2[O-])c1,-6,-9,0.77,-6,9,23,0.91,0.3,1
CCCCNC(=O)N1CCN(c2ccccc2OCC)CC1,-2,-3,1,-1,-4,-4,1,2.4,1

# Complete entries, looked up by structure. Screens in order: NR3A LBD binder	A3G deaminase	mIAP activ	A3A deaminase	hIAP block	mIAP block	hIAP act	MPTP block	MIN6 prolif
# Results for CCCCNC(=O)N1CCN(c2ccccc2OCC)CC1 = -2	-3	1	-1	-4	-4	1	2.4	1
# Results for COc1cc2nc(SCC(=O)NCc3ccco3)n(Cc3ccc(Cl)cc3)c(=O)c2cc1OC = -1	-7	1.1	-5	16	-6	0.84	6.6	-4
